Assay outcomes: PubChem, National Center for Advancing Translational Sciences (NCATS)
S2 tox: Viability Counterscreen for Primary qHTS for Inhibitors of ATXN expression. Potency, µM (titrated, usually from 56.7 µM), actives largely listed as cytotoxic. S2 cells (HEK-293 line with an ATXN2-luciferase reporter) viability, CellTiter-Fluor protease fluorescence, 24 h. 400,000 tested, 0.49% active; also: potency is read from the fitted curve at half-maximal effect; nearly all actives have a fitted effect of over 40% in size
ATXN2 expr inh: Primary qHTS for Inhibitors of ATXN expression. HEK-293 ATXN2-luciferase reporter, luminescence, 24 h. Potency, µM (doses to about 57 µM), for the others: top-dose activity change, negative = inhibition, most hits filed as inhibitors. 360,000 tested, 0.72% active. AID 1745845, 2022; also: potency is read from the fitted curve at half-maximal effect; % is scaled to controls: 0 for no effect and ±100 for the full control effect; nearly all actives have a fitted effect of over 55% in size
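qHTS (up to 57 uM final) was run with 24 h compound exposure of reporter cells at 37 °C. Each well was multiplexed: SteadyGlo luminescence measured ATXN2-luciferase expression after a fluorogenic Gly-Phe-AFC viability readout (25 uM final).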
Nrf2 ARE act: qHTS of Nrf2 Activators. AID 624171, 2012. Potency, µM (doses to about 46.1 µM), inactives show at the top dose activation, most hits filed as activators. AREc32 ARE-luciferase reporter (MCF7-derived line), luminescence, 24 h. 410,000 tested, 0.31% active; also: potency is read from the fitted curve at half-maximal effect; % of control where 0% means no effect; nearly all actives have a fitted effect of over 65% in size
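Luciferase luminescence (Steady-Glo, 30 min at room temperature) served as the read-out of ARE activation in AREc32 cells treated with compounds for 24 hr at 37 deg C.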
Nrf2 inh: Nrf2 qHTS screen for inhibitors; A549 ARE-Fluc reporter, luciferase luminescence, 18-24 h; Potency, µM (top dose mostly 46 µM), inactives show at the highest dose activity change, negative = inhibition, actives largely listed as inhibitors; 360,000 tested, 2.1% active; AID 504444, 2011; also: potency is read from the fitted curve at half-maximal effect; % is scaled to controls: 0 for no effect and ±100 for the full control effect; nearly all actives have a fitted effect of over 60% in size
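A549 ARE_Fluc cells, 5000/well, 5% FBS OPTI-MEM; compounds in dose-response, 18-24 h at 37 °C/5% CO2; CellTiter-Fluor viability read (Ex 405/Em 525), then BugLite luciferase luminescence = Nrf2 activity.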
IL2 activator: qHTS of IL-2 Activators; activation, % (series mostly up to about 46 µM); 360,000 tested, 0.065% active; IL-2 activation reporter assay, cell-based qHTS; stimulated with anti-CD3/CD4/CD28 beads; in transgenic mouse T cells; AID 652025, 2013; in the data active = activation above about 50%; inconclusive = mostly about 30% to 49%; also: 0% is about no effect
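Readout: EGFP and DsRed signals by fluorescent plate cytometry. Unstimulated transgenic mouse T cells received compound 60 min before antibody-bead stimulation, then incubated 18 h at 37 degrees C.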
EPAC2 ag: qHTS for Agonist of cAMP-regulated guanine nucleotide exchange factor 4 (EPAC2): primary screen; AID 720711, 2013; EPAC2 activation, biochemical qHTS; response scale: 100% = 6.5 mM cAMP response; Rap guanine nucleotide exchange factor 4 (Homo sapiens), Q8WZA2; Potency, µM (series often up to 154 µM), for inactives: at the highest dose activation, actives largely listed as activators; 360,000 tested, 0.079% active; also: potency is read from the fitted curve at half-maximal effect; nearly all actives have a fitted effect of over 50% in size
Target sequence (Q8WZA2 whole entry, looked up): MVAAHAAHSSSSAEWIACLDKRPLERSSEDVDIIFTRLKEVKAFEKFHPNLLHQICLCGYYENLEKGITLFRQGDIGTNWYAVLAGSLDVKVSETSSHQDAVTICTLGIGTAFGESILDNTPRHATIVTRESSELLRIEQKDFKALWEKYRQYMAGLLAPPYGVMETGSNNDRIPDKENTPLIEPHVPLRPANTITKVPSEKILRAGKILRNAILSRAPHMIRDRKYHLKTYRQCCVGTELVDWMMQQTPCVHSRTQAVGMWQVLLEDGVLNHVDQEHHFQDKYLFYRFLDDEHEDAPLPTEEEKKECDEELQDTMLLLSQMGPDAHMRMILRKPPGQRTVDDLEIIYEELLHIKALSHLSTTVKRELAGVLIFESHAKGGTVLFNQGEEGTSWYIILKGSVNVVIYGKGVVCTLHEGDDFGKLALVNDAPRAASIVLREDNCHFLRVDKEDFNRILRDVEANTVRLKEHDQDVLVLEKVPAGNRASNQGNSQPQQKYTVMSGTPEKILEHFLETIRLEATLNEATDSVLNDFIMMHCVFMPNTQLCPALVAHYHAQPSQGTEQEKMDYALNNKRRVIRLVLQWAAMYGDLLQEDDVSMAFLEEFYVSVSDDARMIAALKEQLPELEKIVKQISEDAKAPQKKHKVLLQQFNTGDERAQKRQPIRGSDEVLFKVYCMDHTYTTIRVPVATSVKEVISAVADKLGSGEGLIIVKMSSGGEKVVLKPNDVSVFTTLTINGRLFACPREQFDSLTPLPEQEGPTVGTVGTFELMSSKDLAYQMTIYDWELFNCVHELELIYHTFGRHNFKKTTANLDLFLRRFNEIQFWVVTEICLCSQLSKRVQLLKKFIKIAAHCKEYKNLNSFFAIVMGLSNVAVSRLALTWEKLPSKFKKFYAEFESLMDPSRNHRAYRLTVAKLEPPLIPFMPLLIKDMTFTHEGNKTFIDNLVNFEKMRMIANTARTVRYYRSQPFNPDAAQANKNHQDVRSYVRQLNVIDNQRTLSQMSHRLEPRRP
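Setup: EPAC2 100 nM, labeled Rap1B complex 250 nM, free GDP 50 uM. Compound titrations pinned in, brief spin, 5 min room temperature incubation. Kinetic fluorescence read over 30 min, normalized to 6.5 mM cAMP.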
A549 viability: Nrf2 qHTS screen for inhibitors: counterscreen for cytotoxicity; 390,000 tested, 0.16% active; Potency, µM (highest dose often 46 µM), without a hit: top-dose activity change, negative = cytotoxicity, actives largely listed as inhibitors; AID 504648, 2011; A549 ARE-Fluc cells, CellTiter-Fluor viability, 18-24 h; also: potency is read from the fitted curve at half-maximal effect; % is scaled to controls: 0 for no effect and ±100 for the full control effect
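A549 ARE_Fluc cells in 5% FBS OPTI-MEM were exposed to compounds in concentration-response for 18-24 h at 37 deg C. Viability was read by CellTiter-Fluor fluorescence (Ex 405/Em 525) after 30 min, before the luciferase read.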
TGFb SMAD3 inh: qHTS for Inhibitors of TGF-b; 410,000 tested, 1.2% active; Potency, µM (highest dose often 46.1 µM), for the others: at the top dose activity, negative = inhibition, hits mostly inhibitors; HepG2 CAGA-GFP TGF-b/SMAD3 reporter, GFP fluorescence, 18 h; TGF-beta stimulated, 500 pg/mL final; also: potency is read from the fitted curve at half-maximal effect; % is scaled to controls: 0 for no effect and ±100 for the full control effect; nearly all actives have a fitted effect of over 65% in size
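Cell-based qHTS in HEPG2 carrying a CAGA-GFP Smad reporter; compounds added before 500 pg/mL final TGF-beta, 18 h incubation at 37 degrees C, GFP fluorescence quantified per cell by imaging cytometry.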
HepG2 tox: qHTS for Inhibitors of TGF-b: Cytotox Counterscreen; HepG2 CAGA-GFP viability, ATP luminescence, 18 h; 410,000 tested, 0.76% active; AID 588856, 2011; Potency, µM (doses to about 46.1 µM), for inactives: top-dose activity change, negative = cytotoxicity, usual class: cytotoxic; also: potency is read from the fitted curve at half-maximal effect; some results filed as inactive show a strong effect at the top dose
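HepG2 CAGA-GFP cells (1000/well, DMEM with 1% FBS) received compound, then TGF-beta at 500 pg/mL final, and were incubated 18 hours at 37 degrees C. Viability was read by CellTiter-Glo luminescence. Media-only wells were set as complete cell-killing and DMSO as no toxicity.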
The depositor's hits bear a star; i = inactive; ? = inconclusive; · = not tested or not shown; [ ] = dose if it differs, or a comment. Unless noted, calls follow the shape of the dose curve; as a rule, active = well fitted curve in the direction sought with a large enough effect; inconclusive = small, poorly fitted or top-dose-only effect, or another doubt; inactive = no such curve, though single readings can be large; an effect the other way counts as inactive or inconclusive.

SMILES	S2 tox	ATXN2 expr inh	Nrf2 ARE act	Nrf2 inh	IL2 activator	EPAC2 ag	A549 viability	TGFb SMAD3 inh	HepG2 tox
CCOC(=O)c1n[nH]c2ccccc12	i	2%	0.4%	-12%	-2.1	2%	-5%	13%	4%
O=C(CSCc1ccccc1)NNC(=S)Nc1cccc(Cl)c1Cl	i	3%	8.5%	-57%	0.0	-15%	1%	?	-44%
CCOC(=O)c1c(C)c(C(=O)N2CCCCCC2)c(C)n1C	i	-6%	-1.4%	·	-2.0	3%	-3%	0%	-4%
CCCCNc1oc(-c2ccc(COc3ccccc3C)o2)nc1C#N	?	?	-0.9%	?	·	·	-1%	-18%	-46%
CC(C)n1cc(/C=C2\NC(=O)N(c3cccc(Cl)c3)C2=O)c2ccccc21	i	-19%	-0.7%	3%	1.1	8%	-11%	14%	-12%
CCOc1c2ccc(C(=O)NCc3ccco3)cc2nn1CC	i	11%	-0.1%	?	1.1	1%	2%	2%	5%
c1ccc(-c2nnc(CN3CCN(c4ccccn4)CC3)o2)cc1	i	13%	0.5%	11%	·	·	-2%	4%	2%
CCc1c(C)sc(NC(=O)c2cc(C3CC3)on2)c1C#N	i	50%[activator]	5.6%	4%	-3.6	5%	5%	-7%	-30%
Cc1coc2cc3oc(=O)c(CCC(=O)NCc4ccccc4Cl)c(C)c3cc12	i	6%	-0.5%	8%	·	·	8%	-2%	-6%
CN(C(=O)Nc1ccc(C(C)(C)C)cc1)C1CCCCC1	i	24%	0.4%	14%	-1.2	6%	0%	-12%	-21%
CN(C)Cc1csc(NC(=O)Nc2cccc(Cl)c2)n1	i	-8%	8.7%	·	-0.8	12%	·	?	-39%
Cc1ccc(N(C(=O)c2ccccn2)C2(C(=O)NC3CCCC3)CCCCC2)cc1	i	-13%	-0.5%	-3%	0.2	9%	-4%	-13%	5%
CCOC(=O)c1ccc(NC(=O)C(CC)Sc2nnc3c4ccccc4n(C)c3n2)cc1 (stereo not given)	·	·	0.0%	14%	·	·	0%	-22%	1%
O=C(Nc1cc(C(=O)N2CCOCC2)ccc1N1CCCC1)c1cccs1	i	0%	-0.8%	10%	-1.6	2%	5%	13%	5%
CC(C)c1ccc(OCC(=O)N2CCN(c3ccccn3)CC2)c(Br)c1	i	-5%	2.7%	-16%	-2.0	11%	6%	?	-6%
CN(CCCNC(=O)C1CCC(=O)N1Cc1ccc(F)cc1)c1ccccc1 (stereo not given)	i	-4%	-1.4%	-3%	-1.6	9%	-2%	3%	0%
CC(C)COc1ccc(C(=O)NNC(=O)CCC(=O)c2cccs2)cc1	?	·	2.8%	6%	-0.5	0%	-2%	-3%	-9%
COc1cc2c(cc1OC)CN(Cc1cc(=O)n3cc(C)ccc3n1)CC2	?	?	-0.1%	·	-4.3	0%	3%	-14%	5%
COc1cccc(CC2(CO)CCCN(Cc3ccc(OC)c(C)c3OC)C2)c1 (stereo not given)	i	-32%	-0.3%	5%	0.1	20%	5%	?	-47%
CC(C)C(NC(=O)OC(C)(C)C)C(=O)N1CCCC1C(=O)NC(Cc1ccccc1)C(N)=O (stereo not given)	i	-22%	-0.3%	9%	4.1	-9%	14%	-2%	-8%
CN(C)C=Nc1nc2ccccc2nc1N1CCCC1	·	-12%	0.2%	4%	-0.9	-7%	0%	7%	-24%
C=CC[C@H](CC(=O)N(CCO)Cc1ccccc1)C(=O)N[C@H](COC(=O)[C@@H](CC=C)Cc1ccc(F)cc1)Cc1c[nH]c2ccccc12	?	?	-4.6%	?	0.3	-1%	?	13µM*	-23%
Cc1cc(N2CCCCC2)n2ncc(-c3ccc(Cl)cc3)c2n1	i	90%[activator]	3.8%	?	-0.9	2%	-6%	-11%	-3%
CC(=O)Nc1ccc(C(=O)COC(=O)CCN2C(=O)C3CC=CCC3C2=O)cc1 (stereo not given)	i	-4%	-0.1%	0%	-2.7	3%	0%	4%	9%

Sorted by value in TGFb SMAD3 inh (descending): 3 from the list above
| SMILES | Nrf2 ARE act | IL2 activator | TGFb SMAD3 inh |
| --- | --- | --- | --- |
| O=C(Nc1cc(C(=O)N2CCOCC2)ccc1N1CCCC1)c1cccs1 | -0.8% | -1.6 | 13% |
| Cc1cc(N2CCCCC2)n2ncc(-c3ccc(Cl)cc3)c2n1 | 3.8% | -0.9 | -11% |
| COc1cc2c(cc1OC)CN(Cc1cc(=O)n3cc(C)ccc3n1)CC2 | -0.1% | -4.3 | -14% |

Going on with the list:
SMILES	S2 tox	ATXN2 expr inh	Nrf2 ARE act	Nrf2 inh	IL2 activator	EPAC2 ag	A549 viability	TGFb SMAD3 inh	HepG2 tox
O=C(NCCN1CCOCC1)C1CCC(=O)N1Cc1ccc(F)cc1 (stereo not given)	i	1%	-0.6%	13%	2.4	-1%	-6%	-8%	2%
CCc1cc(C(=O)NCc2ccc(F)cc2)no1	i	17%	5.4%	23%	·	·	1%	0%	-5%
O=C(CNC(=O)c1cccc(F)c1)OCC(=O)N1CCCCC1	i	40%[activator]	0.3%	19%	1.8	7%	1%	-13%	-16%
O=C(Nc1ccccc1C(F)(F)F)c1noc2c1CCCCC2	i	123%[activator]	6.0%	?	·	·	2%	13%	-13%
Clc1cccc(-c2csc(-c3nc(-c4ccc(Br)s4)cs3)n2)c1	i	4%	-0.5%	9%	·	·	0%	10%	-2%
CC(=O)OC1CCC2(C)C(CCC3C4CC=C(C(C)=O)C4(C)OC(=O)CC32)C1 (stereo not given)	2.5µM*	·	?	·	-3.3	-2%	·	4µM*	13µM*
Cc1cc(C)n(-c2nc(C)c(C)c(=O)n2CC(=O)Nc2ccc(Cl)c(Cl)c2)n1	·	·	0.2%	·	·	·	5%	22%	3%
CN(C)CCNC(=O)c1ccc2c(=O)n(Cc3ccc(Cl)cc3)c(=S)[nH]c2c1	i	-22%	6.5%	-4%	-0.4	10%	2%	?	-77%
CCOC(=O)c1cccc(N/C=C/C(=O)c2ccc(OC)c(OC)c2)c1	?	7%	4.9%	4%	-2.3	4%	-13%	3%	-17%
CCCC(=O)Nc1ccc(NC(=O)c2sc3ccccc3c2Cl)cc1	i	-14%	-0.7%	-21%	·	·	8%	-18%	6%
CC(C)c1ccc(S(=O)(=O)Nc2ccc(O)c(Sc3ncn[nH]3)c2)cc1	i	-5%	16%	?	-1.0	3%	-9%	-5%	1%
CC(C)(C)OC(=O)N1CCCN(C(=O)Nc2ccc(OC(F)(F)F)cc2)CC1	i	-11%	0.3%	?	0.3	-7%	4%	0%	-14%

Compound profiles, from the list above. Values in the order: S2 tox	ATXN2 expr inh	Nrf2 ARE act	Nrf2 inh	IL2 activator	EPAC2 ag	A549 viability	TGFb SMAD3 inh	HepG2 tox
`CCc1cc(C(=O)NCc2ccc(F)cc2)no1` across the screens: i	17%	5.4%	23%	·	·	1%	0%	-5%
`CN(C)CCNC(=O)c1ccc2c(=O)n(Cc3ccc(Cl)cc3)c(=S)[nH]c2c1` across the screens: i	-22%	6.5%	-4%	-0.4	10%	2%	?	-77%
`CC(C)(C)OC(=O)N1CCCN(C(=O)Nc2ccc(OC(F)(F)F)cc2)CC1` across the screens: i	-11%	0.3%	?	0.3	-7%	4%	0%	-14%
`Cc1cc(C)n(-c2nc(C)c(C)c(=O)n2CC(=O)Nc2ccc(Cl)c(Cl)c2)n1` across the screens: ·	·	0.2%	·	·	·	5%	22%	3%

(list continues)
SMILES	S2 tox	ATXN2 expr inh	Nrf2 ARE act	Nrf2 inh	IL2 activator	EPAC2 ag	A549 viability	TGFb SMAD3 inh	HepG2 tox
CC(C)[C@@H]1NC(=O)c2cc([N+](=O)[O-])cc(I)c2OCC[C@@H](C(N)=O)NC(=O)[C@H](CCC(=O)O)NC1=O	i	6%	-0.2%	5%	0.1	1%	-20%	?	3%
Cc1ccc(NC(=O)CSc2nc3ccccc3c(=O)n2CCC(=O)NC2CCCCC2)cc1C	i	-8%	-0.8%	·	·	·	13%	2%	5%
CSCCC(NC(=O)c1ccco1)C(=O)N1CCCC(C(F)(F)F)C1 (stereo not given)	i	·	-0.4%	?	0.1	-1%	6%	-5%	-16%
Cc1ccc(C(=O)NC2CCN(C(=O)N3CCOCC3)CC2)cc1	i	2%	-0.4%	0%	-1.5	-2%	19%	39%	-3%
CC(C)CNC(=S)N1CCC(Cc2ccccc2)CC1	i	-23%	0.0%	?	-1.9	2%	-1%	?	-30%
O/N=C/c1ccn(-c2ccc(Br)cc2)c1	?	2%	2.8%	?	-0.2	10%	-2%	?	-28%
COc1ccc(NC(=O)CSc2nnc(C3CCCCC3)n2N)cc1OC	i	-6%	-0.1%	11%	0.4	0%	-1%	13%	0%
CC(C)(O)CN(CCCNC(=S)Nc1ccccc1)C(=S)Nc1ccccc1	i	11%	0.2%	-12%	-4.0	6%	7%	-2%	-5%
O=c1c(-c2ccccc2)cocc1-c1ccccc1	i	·	5.7%	·	-3.2	2%	·	2%	-7%
Cc1ccc(C(=O)NNC(=S)NC(=O)c2ccc(Cl)cc2Cl)cc1	i	-26%	0.4%	21µM*	0.1	7%	-20%	?	-29%
Cc1ccc(CNC(=S)N(C)C)cc1	i	-21%	0.4%	-8%	2.2	11%	-7%	1%	-47%
CCN1CCCC1CN(Cc1cc2ccc(C)cc2[nH]c1=O)C(=S)Nc1ccc(F)cc1 (stereo not given)	i	-29%	2.0%	-1%	0.5	4%	4%	7%	-9%
CCOc1ccc(CCNc2nc3c(-c4ccc(C)cc4)nnn3c3ccccc23)cc1OCC	i	9%	-0.4%	8%	·	·	1%	-28%	5%
